FXN GAA850 act = FXN promoter activators, primary screen, cell-based, luciferase luminescence, HEK293 lucGAA850; 0.56% of 360,000 active; HEK293 lucGAA850 FXN promoter luciferase reporter, 24 h; percent of 10 µM SAHA response; activation, % at 6 µM; AID 540364, 2011;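 active = activation above the average of all compounds screened plus 3 SD, cutoff fixed separately per campaign, cut at about 7.5% in these data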;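 also: 0% = DMSO wells and 100% = 10 µM SAHA wells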
ssDAF-12 act = S. stercoralis DAF-12 nuclear receptor activators, primary screen, cell-based, luminescence, HEK293, GRIP1 co-expression, lit1-tk-luc. Nuclear hormone receptor DAF-12 (Strongyloides stercoralis). HEK293 ssDAF-12/GRIP1 lit1-tk-luc reporter; % of 3 µM dafachronic acid response. activation, % at 6.8 µM. 1% of 370,000 active. AID 652126, 2013;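 active = activation above the mean over all tested compounds plus 3 SD, cut at about 0.9% in these data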;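 also: 0% = DMSO-only wells and 100% = 3 µM delta7-dafachronic acid wells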
hgDAF12 agonist = H. glycines DAF-12 receptor agonists, primary screen, cell-based, luminescence, HEK293, GAL4 fusion, UAS-luciferase | Nuclear hormone receptor DAF-12 (Heterodera glycines), GAL4 fusion | HEK293 GAL4-hgDAF12 UAS-luciferase reporter, agonist luminescence; normalized to butyrate control | 1.8% of 370,000 active | AID 687014, 2013 | activation, % at 6.8 µM;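 active = activation above a cutoff set at the mean of all screened compounds plus 3 SD, cut at about 10% in these data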;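 also: 0% = DMSO wells and 100% = sodium butyrate wells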
SMARCA2 activ = SMARCA2 (BRM) function activators, primary screen, cell-based, luminescence, high throughput. MG213 cells, MMTV-luciferase reporter, dexamethasone, overnight. activation, % at 9.1 µM. 1% of 370,000 active. AID 652017, 2013; in the data active = activation above about 7.8%;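 also: 0% = vehicle wells and 100% = reference activator wells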
NPR1 activator = GC-A stimulated cGMP production enhancers – HEK293 GC-A cells, cGMP TR-FRET, EC30 ANP, primary screen; Atrial natriuretic peptide receptor 1 (Homo sapiens), P16066; 0% at EC30 ANP, 100% saturating ANP; activation, % at 10 µM; 0.14% of 370,000 active; AID 1671463, 2021; in the data active = activation above about 40%
HGIII-sPLA2 inh = human group III sPLA2 inhibitors, primary screen, biochemical, QFRET, BODIPY PC-A2 liposome substrate; 0.56% of 370,000 active; AID 743126, 2013; QFRET BODIPY PC-A2 liposome hydrolysis, fluorescence; inhibition, % at 12.2 µM;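 active = inhibition above mean plus 3 SD of compounds lying within the high and low control bounds, cut at about 19% in these data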;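 also: 0% = median of test compound wells and 100% = no enzyme DMSO wells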
NPR2 activator = human GC-B receptor activators, primary screen, HEK293 GC-B cells, cGMP TR-FRET, EC30 CNP | Atrial natriuretic peptide receptor 2 (Homo sapiens), P20594 | 0.11% of 370,000 active | AID 1920062, 2024 | activation, % at 10 µM | 0% at EC30 CNP, 100% saturating CNP;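 active = activation at 10 µM reaching about 35% in either raw or pattern-adjusted values, limit read from the data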
DAX1 inh-1 = DAX1 (NR0B1) inhibitors, primary screen, cell-based, HEK293, Gal4-DAX1, luciferase luminescence | Nuclear receptor subfamily 0 group B member 1 (Homo sapiens), P51843 | HEK293 Gal4-DAX1 luciferase reporter | inhibition, % at 6.75 µM | 0.99% of 340,000 active | AID 504766, 2011;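 active = inhibition above the mean over all tested compounds plus 3 SD, cut at about 4.2% in these data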;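 also: 0% = DAX1-transfected cells with DMSO and 100% = empty-vector control cells with DMSO; inhibition shows as a rise in luminescence from relieved DAX1 repression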
Target sequence (P51843 207-470 limits assumed): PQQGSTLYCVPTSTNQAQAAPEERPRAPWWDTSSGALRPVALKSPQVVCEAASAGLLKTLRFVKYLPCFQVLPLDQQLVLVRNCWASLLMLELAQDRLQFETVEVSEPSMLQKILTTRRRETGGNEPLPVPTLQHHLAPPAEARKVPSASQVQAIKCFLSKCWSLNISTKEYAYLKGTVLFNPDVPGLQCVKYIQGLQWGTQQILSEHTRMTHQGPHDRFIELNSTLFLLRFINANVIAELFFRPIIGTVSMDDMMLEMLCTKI
hcDAF-12 act = H. contortus DAF-12 nuclear receptor activators, primary screen, cell-based, luminescence, HEK293, lit1-tk-luc reporter | AID 652067, 2013 | 1.4% of 370,000 active | HEK293 hcDAF-12 lit1-tk-luc reporter; 0% DMSO, 100% Δ7-dafachronic acid | activation, % at 6.8 µM;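 active = activation above the mean of all tested compounds plus 3 SD, cut at about 5.5% in these data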;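 also: 100% = response to 3 µM Δ7-dafachronic acid high control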
DAX1 inh-2 = DAX1 (NR0B1) inhibitors on StAR promoter, primary screen, cell-based, luminescence, SF-1 (NR5A1), full-length DAX-1; HEK293T StAR-luciferase reporter, SF-1/DAX-1 repression relief; inhibition, % at 6.8 µM; 1.1% of 370,000 active; AID 652010, 2013;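 active = inhibition above the mean over all tested compounds plus 3 SD, cut at about 3.6% in these data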;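 also: 0% = DAX-1 cells with DMSO and 100% = cells lacking DAX-1 with DMSO; higher inhibition means more luminescence from relief of DAX-1 repression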
ADAM10 inh = human ADAM10 inhibitors, primary screen, biochemical, QFRET, HTS; recombinant ADAM10, EDANS/DABCYL FRET peptide cleavage, 3 h; inhibition, % at 7 µM; 0.62% of 370,000 active; AID 720582, 2013;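 active = inhibition above a per-campaign cutoff equal to the mean of compounds falling between control-based bounds plus 3 SD, cut at about 20% in these data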;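 also: 0% = DMSO wells while the 100% control is not disclosed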
Target sequence (O14672 214-748 limits assumed): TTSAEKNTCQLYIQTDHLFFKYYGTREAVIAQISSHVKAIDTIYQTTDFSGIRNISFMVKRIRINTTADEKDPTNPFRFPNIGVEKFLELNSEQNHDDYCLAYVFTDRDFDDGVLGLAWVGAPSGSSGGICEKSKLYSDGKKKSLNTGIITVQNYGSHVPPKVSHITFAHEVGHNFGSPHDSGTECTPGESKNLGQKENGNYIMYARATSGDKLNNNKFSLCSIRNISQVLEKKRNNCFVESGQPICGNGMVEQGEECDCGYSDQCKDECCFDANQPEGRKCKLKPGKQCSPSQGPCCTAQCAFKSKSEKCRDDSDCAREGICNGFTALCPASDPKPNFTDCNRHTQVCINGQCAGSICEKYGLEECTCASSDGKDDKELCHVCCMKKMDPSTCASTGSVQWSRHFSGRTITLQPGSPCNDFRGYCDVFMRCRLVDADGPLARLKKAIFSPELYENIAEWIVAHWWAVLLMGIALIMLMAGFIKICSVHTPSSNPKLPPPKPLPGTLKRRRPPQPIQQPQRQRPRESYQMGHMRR
Active calls of the source: *; i = inactive; x = not tested or not shown.

SMILES	FXN GAA850 act	ssDAF-12 act	hgDAF12 agonist	SMARCA2 activ	NPR1 activator	HGIII-sPLA2 inh	NPR2 activator	DAX1 inh-1	hcDAF-12 act	DAX1 inh-2	ADAM10 inh
O=C1c2ccsc2SCCN1Cc1cccc(Cl)c1	0.7	-1.0	-0.6	-1	0	-1	-5	-1.2	0.2	-0.4	4
COc1cccc(CSc2nnc(-c3ccc(F)cc3)o2)c1	-3.1	0.2	-0.7	4	-1	-8	-2	-0.4	-0.2	0.4	8
CCOc1ccccc1/C=N/NC(=O)c1nnn(-c2nonc2N)c1CN1CCCCCC1	-0.4	-1.1	-2.7	0	-4	-2	3	1.8	-0.4	1.7	-12
Cc1ccc(-n2ncc3c(=O)n(CC(=O)Nc4cccc(Cl)c4)cnc32)cc1C	-2.5	-1.3	0.1	-3	-6	-11	-16	1.0	-2.5	0.4	-6
CC[C@]12c3[nH]c4cc(-c5ccco5)ccc4c3CCN1C(=O)[C@@H](CC(=O)NC(C)(C)C)C[C@@H]2C(=O)N1CCN(C(=O)C2CC2)CC1	-3.1	-0.2	-1.7	-6	5	-25	-2	-0.7	-2.9	-1.1	i
CNC(=S)N1CCn2cccc2C1c1ccc(F)cc1 (centres undefined)	-1.7	-1.2	-1.8	-1	-1	-9	5	-0.3	-2.0	0.3	-1
Cc1ccc(-n2nc3c(=S)[nH]nc(C)c3c2C)cc1	-1.3	-1.3	-1.3	-2	41*	5	17	0.4	-1.4	0.1	2
CCOc1ccc(CNC(=O)CCS(=O)(=O)Cc2cccc(Cl)c2)cc1OC	0.5	-1.3	-0.8	-2	-2	-1	5	0.7	-0.9	0.0	5
Cc1cccc(CCNC(=O)CC2C(=O)NCCN2Cc2ccc(F)c(F)c2)n1 (centres undefined)	-1.8	-0.4	-1.4	-2	-6	0	0	0.1	-0.2	-0.7	1
COc1cc(OC)c2c(-c3ccccc3)cc(=O)oc2c1C(CC(=O)N1CCOCC1)c1ccc(N(C)C)cc1 (centres undefined)	0.8	-1.3	-2.8	1	3	-4	-2	1.4	-2.1	-0.5	18
CN1CCN(S(=O)(=O)c2ccc3c(c2)NC(=O)CS3)CC1	-0.6	-1.4	-2.2	-2	0	-2	2	0.1	1.8	0.0	0
Cc1ccc(C(=O)c2cc3c(cc2N)OCCO3)cc1	-1.5	-1.1	-0.1	-1	1	7	4	-0.2	-1.1	0.0	-8
COc1cc(/C=N/NC(=O)CNC(=O)c2ccccc2)ccc1OC(=O)c1cccs1	-0.7	-0.7	-0.4	-1	3	-15	4	0.0	3.3	-0.1	5
Cc1ccc(Cc2c(-c3cccc(Cl)c3)nc3c(C)cc(Br)cn23)cc1	x	0.3	1.4	0	5	1	5	x	4.8	-0.1	-11
O=C(Nc1cc(Cl)ccc1O)c1cc2n(n1)C(C(F)(F)F)CC(c1ccc3c(c1)OCO3)N2 (centres undefined)	-2.9	-1.6	-5.1	-3	-9	-28	-10	-0.9	-2.2	-1.7	29*
Cc1nn(-c2ccccc2)c(C)c1C(=O)OCC(=O)c1c(N)n(CC(C)C)c(=O)n(C)c1=O	-2.1	-1.1	-5.7	-8	4	1	-2	-2.5	-3.7	-2.2	-6
CCN1C(=O)[C@H]2[C@@H](c3ccc(C)cc3)N3C(=O)N(c4ccccc4)C(=O)[C@@]3(Cc3ccccc3)[C@H]2C1=O	-2.6	-0.8	2.1	2	-3	-1	-1	0.8	-0.9	0.2	-1
COc1ccc(CCNC(=O)c2cc(-c3ccccn3)nc3c(Cl)cccc23)cc1OC	-0.5	0.1	-2.5	-1	-1	6	2	0.9	0.2	0.1	4
CCCC(C)C(=O)Nc1nnc(CCc2ccccc2)s1 (centres undefined)	2.0	-1.7	-3.2	4	0	0	0	-1.0	-1.7	-0.3	4
O=C(COc1ccc(Cl)cc1)Nc1nc(-c2ccc(S(=O)(=O)N3CCOCC3)cc2)cs1	-3.5	-2.2	-0.5	-5	4	-12	8	-1.1	-1.2	0.0	3
O=C(CN1C(=O)c2cccc3cccc(c23)C1=O)N1CCOCC1	-0.9	-1.4	1.5	-3	6	1	4	1.3	-0.7	0.3	-294
CCCCn1c(N)c(N(CCOC)C(=O)COC(=O)CCOc2ccc(C)cc2)c(=O)[nH]c1=O	-0.1	-0.7	-0.6	-2	0	6	0	0.3	2.6	0.4	-12
Cc1c(N=C2N=C(NC(=O)Nc3ccc(Cl)cc3)c3ccccc32)c(=O)n(-c2ccccc2)n1C	-2.4	-1.0	-1.5	-1	76*	-6	-3	0.6	0.7	-0.5	-5
O=S(=O)(CCc1nnc(-c2ccccc2)o1)c1ccc2ccccc2c1	-1.7	-0.9	0.6	2	-1	-6	-1	-0.9	-1.7	0.7	-4
O=C(CSc1nnc(COc2ccccc2)o1)Nc1ccc(F)cc1	2.0	-1.4	0.6	-3	0	-2	0	-1.1	1.0	-0.1	-2

The last 7 entries of the section above come first, to join the parts:
SMILES	FXN GAA850 act	ssDAF-12 act	hgDAF12 agonist	SMARCA2 activ	NPR1 activator	HGIII-sPLA2 inh	NPR2 activator	DAX1 inh-1	hcDAF-12 act	DAX1 inh-2	ADAM10 inh
CCCC(C)C(=O)Nc1nnc(CCc2ccccc2)s1 (centres undefined)	2.0	-1.7	-3.2	4	0	0	0	-1.0	-1.7	-0.3	4
O=C(COc1ccc(Cl)cc1)Nc1nc(-c2ccc(S(=O)(=O)N3CCOCC3)cc2)cs1	-3.5	-2.2	-0.5	-5	4	-12	8	-1.1	-1.2	0.0	3
O=C(CN1C(=O)c2cccc3cccc(c23)C1=O)N1CCOCC1	-0.9	-1.4	1.5	-3	6	1	4	1.3	-0.7	0.3	-294
CCCCn1c(N)c(N(CCOC)C(=O)COC(=O)CCOc2ccc(C)cc2)c(=O)[nH]c1=O	-0.1	-0.7	-0.6	-2	0	6	0	0.3	2.6	0.4	-12
Cc1c(N=C2N=C(NC(=O)Nc3ccc(Cl)cc3)c3ccccc32)c(=O)n(-c2ccccc2)n1C	-2.4	-1.0	-1.5	-1	76*	-6	-3	0.6	0.7	-0.5	-5
O=S(=O)(CCc1nnc(-c2ccccc2)o1)c1ccc2ccccc2c1	-1.7	-0.9	0.6	2	-1	-6	-1	-0.9	-1.7	0.7	-4
O=C(CSc1nnc(COc2ccccc2)o1)Nc1ccc(F)cc1	2.0	-1.4	0.6	-3	0	-2	0	-1.1	1.0	-0.1	-2
Cc1ccccc1CNC(=O)c1csc([C@@H]2O[C@H](CO)[C@@H](O)[C@H]2O)n1	-3.0	-1.8	-1.6	-2	3	4	5	x	-1.0	-1.6	-4
CCOC(CNC(=O)c1cccc([N+](=O)[O-])c1)OCC	3.0	-0.9	-1.4	4	0	3	2	1.8	-0.7	0.2	4
COc1ccccc1NS(=O)(=O)c1ccc(C(=O)NCc2ccc(S(N)(=O)=O)cc2)cc1	-0.6	-1.3	-3.3	-2	0	-7	0	1.1	0.2	0.1	-13
O=C1C[C@@H]2c3c(cccc3CN1Cc1ccccc1F)C[C@@H](O)[C@H]2O	-0.7	-1.4	1.2	1	0	0	2	1.0	0.4	0.1	-2
CCOC(=O)c1c(-c2ccccc2)csc1NC(=O)c1ccc(N2C(=O)CCC2=O)cc1	-4.9	-1.1	0.9	0	-6	-6	-1	-1.5	-1.6	0.2	-4
O=C(CNC(=O)c1ccco1)OCC(=O)c1ccc([N+](=O)[O-])cc1	0.7	-1.7	0.7	-1	1	-4	6	-0.9	-0.7	-0.2	4
Nc1ccccc1C(=O)NCc1ccccc1	3.4	-0.8	-0.3	1	0	-1	-2	1.7	-1.4	-0.3	-289
CCN(CC)C(=O)CC[C@@H]1CC[C@]2(CCCN(S(=O)(=O)c3ccccc3)C2)O1	x	-1.4	-2.7	-4	-8	3	-2	x	-2.8	1.6	-1
COCCN1CCN(C(=O)c2ccc3c(c2)S(=O)(=O)c2ccccc2C3=O)CC1	x	-1.5	-0.2	2	4	4	5	x	-0.6	0.3	-3
CC(=O)Nc1ccc(S(=O)(=O)NNC(=O)COc2ccc(Cl)cc2Cl)cc1	-1.7	-1.8	0.3	5	-1	-19	0	2.8	1.0	0.1	-5
COc1ccc(NC(=O)c2cccnc2C(=O)O)c(OC)c1	3.2	-1.5	-1.1	-2	-3	6	-8	-0.2	-0.8	0.0	1
O=[N+]([O-])c1ccccc1/C=N/OCc1ccccc1	5.8	0.0	7.5	5	1	-2	-1	1.4	1.0	0.3	4
Cc1ccc(-n2c(O)c(C=Nc3ccc4c(c3)OCO4)c3ccccc3c2=O)cc1C	-2.5	-1.8	-0.8	-1	4	0	2	2.0	-1.0	-0.5	-2
O=c1c2ccccc2c(-c2ccc(Cl)cc2)nn1-c1ccccc1	2.2	-1.3	1.3	-1	3	2	4	-1.8	0.3	-0.6	-4
Cc1ccc(C)n1-c1ccc(C(=O)NN)s1	-0.4	-1.8	-0.1	0	-4	-2	2	0.3	2.3	1.7	-1
COCCN(CCOC)C(=S)Nc1ccccc1Cl	1.3	-1.0	-1.6	-1	1	3	0	-0.9	-1.6	-0.7	-2
CNc1nnc(SCC(=O)c2c(N)n(C3CC3)c(=O)[nH]c2=O)s1	-0.3	-1.1	0.5	-1	-1	3	1	2.4	-1.4	-0.4	-13
CCCCN1C(=O)C(=O)N(CC(=O)Nc2cc(OCC)c(N3CCOCC3)cc2OCC)C1=O	0.6	-1.5	0.7	-2	3	-3	-4	-0.5	1.1	-0.3	2
O=C(NCCn1cccn1)c1ccc(OC2CCN(C(=O)C3CC3)CC2)cc1	1.7	-1.2	-0.6	-2	2	5	6	-0.7	-0.1	-0.3	-3
CCOC(=O)c1ccc(NC(=S)NCCc2ccccc2)cc1	-2.2	-1.1	-0.9	-1	4	-15	8	-0.1	-2.1	-0.1	46*

Compound activity: PubChem, several laboratories
